SMARCA2 act: increases SMARCA2 function in MMTV reporter cells; activation, % at 9.1 µM; hit rate 1% among 370,000; AID 652017; MG213 cells, MMTV-luciferase reporter, dexamethasone, overnight; in the data active = activation above about 7.8%;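 note: 0% = vehicle wells and 100% = reference activator wells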
DAX1 inh-1: inhibitors of human orphan nuclear receptor DAX1 (NR0B1). P51843. HEK293 Gal4-DAX1 luciferase reporter, luminescence. inhibition, % at 6.75 µM. hit rate 0.99% among 340,000. AID 504766;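 active = inhibition above the mean over all tested compounds plus 3 SD, cut at about 4.2% in these data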;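 note: 0% = DAX1-transfected cells with DMSO and 100% = empty-vector control cells with DMSO; inhibition shows as a rise in luminescence from relieved DAX1 repression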
GC-A act: GC-A (human) enzyme activation | AID 1671463 | activation, % at 10 µM | P16066 | hit rate 0.14% among 370,000 | HEK293 GC-A cells, cGMP TR-FRET, EC30 ANP; 0% at EC30 ANP, 100% saturating ANP; in the data active = activation above about 40%
Target sequence (P16066 whole entry, looked up): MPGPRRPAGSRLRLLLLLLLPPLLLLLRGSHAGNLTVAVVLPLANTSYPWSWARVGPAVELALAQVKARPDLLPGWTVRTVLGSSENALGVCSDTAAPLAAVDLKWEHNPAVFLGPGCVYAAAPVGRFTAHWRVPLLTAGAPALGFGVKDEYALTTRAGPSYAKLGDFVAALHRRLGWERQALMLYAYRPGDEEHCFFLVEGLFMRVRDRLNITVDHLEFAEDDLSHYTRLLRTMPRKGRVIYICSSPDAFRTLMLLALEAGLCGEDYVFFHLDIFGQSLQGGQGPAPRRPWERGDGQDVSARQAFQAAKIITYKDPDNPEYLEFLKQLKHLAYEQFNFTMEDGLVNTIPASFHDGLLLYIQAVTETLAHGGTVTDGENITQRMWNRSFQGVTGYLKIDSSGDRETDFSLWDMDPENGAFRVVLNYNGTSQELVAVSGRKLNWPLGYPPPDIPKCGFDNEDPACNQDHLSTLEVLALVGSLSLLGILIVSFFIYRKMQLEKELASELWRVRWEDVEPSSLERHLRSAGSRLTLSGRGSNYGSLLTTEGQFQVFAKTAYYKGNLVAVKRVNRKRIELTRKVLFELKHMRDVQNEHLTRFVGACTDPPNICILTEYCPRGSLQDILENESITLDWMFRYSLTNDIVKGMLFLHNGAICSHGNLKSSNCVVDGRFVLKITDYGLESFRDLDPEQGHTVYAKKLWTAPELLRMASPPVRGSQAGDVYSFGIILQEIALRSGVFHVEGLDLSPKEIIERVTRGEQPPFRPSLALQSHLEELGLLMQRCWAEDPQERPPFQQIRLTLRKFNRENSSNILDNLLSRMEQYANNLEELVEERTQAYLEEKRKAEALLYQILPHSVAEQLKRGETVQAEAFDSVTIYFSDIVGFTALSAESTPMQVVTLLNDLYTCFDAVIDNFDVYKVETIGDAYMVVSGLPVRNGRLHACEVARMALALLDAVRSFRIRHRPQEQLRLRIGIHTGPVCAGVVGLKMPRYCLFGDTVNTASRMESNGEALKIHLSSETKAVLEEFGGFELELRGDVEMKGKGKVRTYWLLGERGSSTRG
GAA850 FXN act: increases GAA850 frataxin promoter reporter activity. HEK293 lucGAA850 FXN promoter luciferase reporter, 24 h; percent of 10 µM SAHA response. activation, % at 6 µM. hit rate 0.56% among 360,000. AID 540364;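 active = activation above the average of all compounds screened plus 3 SD, cutoff fixed separately per campaign, cut at about 7.5% in these data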;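 note: 0% = DMSO wells and 100% = 10 µM SAHA wells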
ssDAF-12 act: activates DAF-12 receptor from parasite S. stercoralis. HEK293 ssDAF-12/GRIP1 lit1-tk-luc reporter, luminescence; % of 3 µM dafachronic acid response. activation, % at 6.8 µM. hit rate 1% among 370,000. AID 652126;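 active = activation above the mean over all tested compounds plus 3 SD, cut at about 0.9% in these data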;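 note: 0% = DMSO-only wells and 100% = 3 µM delta7-dafachronic acid wells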
ADAM17 inh: ADAM17 inhibition, QFRET primary screen; recombinant ADAM17, EDANS/DABCYL FRET peptide cleavage; inhibition, % at 6.95 µM; hit rate 0.83% among 370,000; P78536;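 active = inhibition above the mean of compounds lying between control limits plus 3 SD, set per campaign, cut at about 8.5% in these data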;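 note: 0% = DMSO-only wells as the low control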
ADAM10 inh: inhibits human ADAM10; AID 720582; recombinant ADAM10, EDANS/DABCYL FRET peptide cleavage, 3 h; inhibition, % at 7 µM; hit rate 0.62% among 370,000;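 active = inhibition above a per-campaign cutoff equal to the mean of compounds falling between control-based bounds plus 3 SD, cut at about 20% in these data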;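 note: 0% = DMSO wells while the 100% control is not disclosed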
DAX1 inh-2: inhibitors of DAX1 repression of SF-1 activated StAR promoter. inhibition, % at 6.8 µM. AID 652010. hit rate 1.1% among 370,000. HEK293T StAR-luciferase reporter, SF-1/DAX-1 repression relief;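 active = inhibition above the mean over all tested compounds plus 3 SD, cut at about 3.6% in these data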;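 note: 0% = DAX-1 cells with DMSO and 100% = cells lacking DAX-1 with DMSO; higher inhibition means more luminescence from relief of DAX-1 repression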
hcDAF12 agonist: activates DAF-12 receptor from parasite H. contortus; activation, % at 6.8 µM; AID 652067; hit rate 1.4% among 370,000; HEK293 hcDAF-12 lit1-tk-luc reporter, luminescence; 0% DMSO, 100% Δ7-dafachronic acid;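 active = activation above the mean of all tested compounds plus 3 SD, cut at about 5.5% in these data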;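 note: 100% = response to 3 µM Δ7-dafachronic acid high control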
hgDAF-12 ag: activates the H. glycines DAF-12 receptor ligand-binding domain; HEK293 GAL4-hgDAF12 UAS-luciferase reporter, agonist luminescence; normalized to butyrate control; activation, % at 6.8 µM; hit rate 1.8% among 370,000; AID 687014;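 active = activation above a cutoff set at the mean of all screened compounds plus 3 SD, cut at about 10% in these data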;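 note: 0% = DMSO wells and 100% = sodium butyrate wells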
PG9 Ab binder: PG9 antibody binding by small molecule. TR-FRET gp120-PG9 antibody binding. inhibition, % at 6.7 µM. hit rate 0.43% among 360,000. AID 624416; in the data active = inhibition above about 8.5%
* hit, by the source's call; i = inactive; · = not tested or not shown.

Each structure is followed by: DAX1 inh-2, DAX1 inh-1, hgDAF-12 ag, GC-A act, SMARCA2 act, PG9 Ab binder, ADAM10 inh, ssDAF-12 act, hcDAF12 agonist, GAA850 FXN act, ADAM17 inh
CC1CCN(C(=O)CCNS(=O)(=O)c2ccc(Br)cc2)CC1
 : 2.4, 0.1, 2.9, -1, -2, 2.6, -12, -1.6, 1.1, -0.9, 7
C[C@@H]1CN([C@H](C)CO)C(=O)c2cc(NS(=O)(=O)c3ccccc3)ccc2O[C@@H](C)CCCCO[C@@H]1CN(C)Cc1ccccc1
 : -0.3, ·, -0.3, 1, -3, -0.7, -3, -0.7, -1.2, ·, 0
CCc1ccccc1NC(=O)CNC(=O)CNC(=O)C1CCCCC1
 : -0.4, -0.4, -2.1, 3, -1, -0.9, 1, -1.1, -1.6, 1.0, 1
CCOc1cc(Cl)c(S(=O)(=O)NCc2cccnc2)cc1Cl
 : -0.9, -1.6, 1.0, 4, -4, -0.5, 3, -1.0, -1.6, -0.7, 1
CN(CC(=O)Nc1ccc(S(=O)(=O)N2CCCC2)cc1)Cc1cccc(Cl)c1Cl
 : -1.1, -1.4, -3.7, 2, -3, -0.7, 14, -2.1, -1.9, 0.0, 10*
Cc1ccc(S(=O)(=O)N2CCN(C(=O)C(Cc3ccccc3)NC(=O)c3ccccc3)CC2)cc1 (configuration not stated)
 : 1.2, -0.5, -2.3, 4, -2, 2.7, -22, -0.7, -1.3, -2.2, 0
Cc1[nH]c(=O)[nH]c(=O)c1NC(=O)c1cccs1
 : 1.0, 0.4, -1.0, 2, -5, -1.1, 7, -0.6, 0.3, -2.8, 3
COc1ccc(/C=C/C(=O)NC(C)C)cc1Br
 : -0.2, 1.0, 0.3, 1, 5, -2.2, 7, -1.1, -2.1, 1.8, 0
O=S(=O)(Nc1ccccc1)C1CCCCC1
 : 0.6, -2.0, -0.5, 0, 4, -1.9, 3, -0.8, 1.0, -0.7, -1
Cc1cccc(N(CC(O)CN(C)C)S(=O)(=O)c2ccccc2)c1 (configuration not stated)
 : 0.2, 0.6, -1.2, -16, -3, 1.7, 1, -0.5, -1.1, -0.4, 0
CN1C(C(=O)NCc2cccc(C(F)(F)F)c2)CC2Cn3c(nc4ccccc43)C21 (configuration not stated)
 : 0.2, -0.9, 0.1, 3, 1, 0.4, 1, -1.1, -0.3, 1.7, -4
COc1ccc(-n2c(SCC3CNC(=O)O3)nnc2-c2ccc(Cl)cc2)cc1 (configuration not stated)
 : -0.2, 0.7, -0.6, -5, 12*, -3.5, 5, -1.6, -1.3, -0.5, 0
O=C(c1cccc(C(F)(F)F)c1)c1c[nH]c(C(=O)NCC2CCCO2)c1 (configuration not stated)
 : -0.2, -1.2, -4.4, 4, -2, 0.6, -8, -1.2, 0.3, -1.6, 1
CC(C)C[C@@H](CN)NC(=O)c1nc[nH]c1C(=O)N[C@@H](C)C(=O)CNC[C@H](C)NC(=O)c1nc[nH]c1C(=O)N[C@@H](CC(=O)O)C(=O)O
 : 0.8, 0.6, 0.2, 1, 0, 0.4, -18, -1.2, -0.7, -2.0, -7
CCOC(=O)Cc1csc(NC(=O)CCC(=O)O)n1
 : 0.0, ·, 0.5, 1, 0, -1.7, -2, -0.9, 0.7, -0.1, -1
COCc1cc(C)nc(N2CCN(c3ccccc3)CC2)c1C#N
 : -1.1, -0.4, -2.9, 2, -1, 1.6, -8, -1.8, -2.3, -3.8, 2
O=C(CNC(=O)C1COc2ccccc2O1)N/N=C/c1cc(Br)c(O)c(Br)c1 (configuration not stated)
 : 0.2, -0.8, -3.7, -2, -2, -4.8, -87, -1.3, -2.0, -1.2, -33
COC(=O)c1cc(C#N)c(Oc2ccc(F)cc2)nc1C
 : 0.7, 0.8, -1.0, 8, 0, 1.1, 2, -1.4, 0.2, -0.6, -2
O=C(O)CCN1C(=O)CC2(CCCCC2)C1=O
 : -0.1, 0.1, 1.8, 1, 0, 0.8, -3, -0.8, 0.5, -1.3, -4
O=C(NNS(=O)(=O)c1ccc(Br)cc1)NC1CCCCC1
 : 0.2, 1.3, 4.6, 2, -1, -2.8, 4, -1.1, 0.0, 2.0, 4
O=C(CN1CCC(Cc2ccccc2)CC1)Nc1ccc2c(c1)OCCO2
 : -0.6, ·, -1.8, 4, -3, 1.9, -8, -1.1, -1.4, ·, -3
CC1(C)Cc2c(sc3nc(NCCN4CCOCC4)n4ncnc4c23)CO1
 : -0.2, 0.2, 3.5, 0, 1, -1.0, -8, -0.6, 1.4, -0.1, -5
O=C(CCC(=O)N1CCOc2ccccc21)N1CCN(c2ccccc2)CC1
 : 1.1, 1.5, -0.9, 1, 0, -0.5, -7, -0.8, -0.6, 1.1, -4
CC(C)NCc1nnc(-c2ccc(Cl)cc2)o1
 : 0.9, -0.2, -1.2, 4, -1, -0.5, -9, -1.8, 0.1, 2.2, -4
Cc1cc(C)n(CCOc2nonc2N)n1
 : -0.1, -0.2, -1.7, -5, -2, 0.6, -3, -1.0, -1.1, 0.7, 1
N#Cc1c(NC(=O)CCC(=O)O)sc2c1CCCCC2
 : -0.2, -0.7, -0.9, 1, -1, -0.2, 5, -1.8, 0.2, -0.8, -2
COCC(=O)Nc1nc(-c2ccc(-c3ccccc3)cc2)cs1
 : -0.2, 2.0, 3.5, 5, 0, -1.0, -31, -1.1, -0.1, 2.6, -13
Cn1c(N)c(C(=O)COC(=O)c2cccc(S(=O)(=O)N3CCOCC3)c2)c(=O)n(C)c1=O
 : -0.1, 3.6, -2.2, 10, 1, -2.1, -12, -0.6, 0.2, 1.6, -2
O=C(Nc1ccc(Cl)cc1)Nn1cnc2ccccc2c1=O
 : 0.1, -0.2, 1.1, 3, -2, -1.7, -5, -0.7, 0.3, 1.9, -1
CC(C)C[C@H](NC(=O)c1nc[nH]c1C(=O)N1CCC(C)CC1)C(=O)OCc1ccccc1
 : 0.0, 0.4, -0.3, 1, 0, 0.1, -3, -1.1, 1.5, 0.7, -2
CC(C)C(=O)Nc1cccnc1
 : 0.7, -0.9, -0.9, -5, -1, 1.7, 6, -0.7, 1.1, -0.1, 1
CC(=O)C(Cc1ccccc1)NC(=O)COC(=O)c1cc(S(=O)(=O)N2CCOCC2)ccc1F (configuration not stated)
 : -0.5, 0.8, 1.7, 3, -2, -2.5, -21, -1.6, 2.1, 0.8, -3
CCN1C[C@@H]2[C@@H]3C(=O)N(C)C(=O)[C@@H]3[C@](C)(C1=O)N2C(=O)c1ccc(C)cc1
 : 0.4, 3.3, 1.8, 2, 0, 0.8, 5, -1.5, -0.3, -0.4, -5
Fc1ccc(NCc2cccnc2)cc1F
 : 0.4, -1.2, 0.6, -2, 1, -0.6, 7, 1.2*, 3.9, -0.3, -4
O=C(CCCC(=O)NC1CCCC1)NC1CCCC1
 : 0.0, -0.2, -0.9, 3, -4, -0.6, 0, -2.0, 0.6, 1.3, 6
CCOC(=O)c1ccc(NC(=O)N2CCN(C3CCCCC3)CC2)cc1
 : -0.1, 0.6, 2.4, -1, -5, -0.8, -2, -1.1, -1.4, 1.6, -2
O=C(Nc1ccc2oc(-c3ccncc3)nc2c1)c1ccc2c(c1)OCO2
 : 0.4, 1.0, -0.3, -4, -4, -10, -4, -0.7, -2.0, 0.8, -1
Cc1nnc(NC(=O)c2cc(S(=O)(=O)N3CCCCC3)ccc2Cl)s1
 : 1.9, -0.6, -2.3, 0, 4, -1.4, -1, -0.6, -1.0, 1.3, -1
O=C(c1cccc2ccccc12)N1CCN(c2ccc([N+](=O)[O-])c(NCc3ccco3)c2)CC1
 : -0.4, -1.6, -2.8, 5, 5, -1.3, 4, -1.6, -2.3, 0.9, 1
CN(CCCn1cnc2c(OCc3ccccc3)ncnc21)CCc1ccccn1
 : -0.2, -2.1, 0.3, 0, -1, 0.4, -9, -0.8, -0.6, 0.4, -2
N=c1c(C(=O)NCCN2CCOCC2)cc2c(=O)n3ccccc3nc2n1Cc1ccc(F)cc1
 : -0.1, 2.1, -0.6, 15, 0, -1.3, i, -0.7, -1.3, -1.6, -150
CCCCC(=O)NC(=S)Nc1ccc(S(=O)(=O)N2CCCC2)cc1
 : -1.8, -0.1, 0.9, 2, -1, -1.2, 72*, -1.8, -2.5, 1.7, 1
COc1ccc(CCNC(=O)COC(=O)c2cccs2)cc1
 : 0.5, 0.2, 0.2, 2, 1, 0.0, -1, -0.7, 0.3, 1.7, -2
CSCCC(NC(=O)COc1ccccc1)C(=O)O (configuration not stated)
 : -0.5, 1.2, 2.5, -1, -2, -0.9, -7, -0.9, 0.7, -0.6, -5
COc1ccc(C(C)NC(=O)C2C(=O)NC3(C)CC2c2ccccc2O3)cc1 (configuration not stated)
 : -0.3, -1.5, -1.8, -10, 1, -0.5, -3, -1.3, -2.0, 1.6, 1
O=C(COc1ccc(S(=O)(=O)N2CCOCC2)cc1)Nc1ccccc1F
 : -1.7, -0.8, 3.1, 3, 3, -0.6, -4, -1.1, -0.9, -0.6, -4
CN(C)c1cccc2c1c(NC(=O)c1ccc(F)cc1)nn2C
 : -0.8, 1.8, -1.2, 0, -1, -2.0, 2, -0.6, 2.7, 1.0, 0
CC1CC(C)CN(S(=O)(=O)c2ccc(NC(=O)C3COc4ccccc4O3)cc2)C1 (configuration not stated)
 : -0.4, 0.5, 0.2, 0, 0, 0.1, 6, -1.6, -1.2, 0.5, 4
Nc1ccccc1C(=O)N1O[C@@H]2C=C[C@H]1CC2
 : -0.3, 0.3, 0.8, 0, 3, -2.2, -25, -1.6, -0.4, -0.7, -7
Cc1ccc(S(=O)(=O)c2cn(C)c3cc(N4CCN(C)CC4)c(F)cc3c2=O)c(C)c1
 : 0.2, 0.1, -1.6, 2, 4, -1.5, -256, -0.7, -2.6, 0.7, -81
COc1ccc(C)cc1NC(=O)NNS(=O)(=O)c1ccc(NC(C)=O)cc1
 : 0.3, 0.3, -2.5, -2, 0, 1.2, -5, -1.0, -2.1, 0.4, 2
COc1ccc(C2C3=C(OC(C)=O)c4ccccc4C3=Nc3c2c(=O)n(C)c(=O)n3C)cc1 (configuration not stated)
 : -0.1, 0.3, 0.6, 6, 2, -2.2, 3, -1.5, 0.5, 3.2, -1
CCC/C=C/c1ccc(CN2C(CC(C)C)C(=O)N(Cc3cn(CCC4OCCO4)nn3)CCS2(=O)=O)cc1 (configuration not stated)
 : 0.5, 0.3, -1.8, 1, -4, -2.4, 15, -1.0, 1.7, -0.8, 7
COc1ccc(CCN2CC(C(=O)OC(C)C(=O)Nc3ccc(NC(C)=O)cc3)CC2=O)cc1OC (configuration not stated)
 : -1.1, -0.5, -0.5, 2, 2, 0.9, -5, -0.6, 0.8, 0.3, -2
CCC(CCC(=O)NNC(=O)Cc1ccc([N+](=O)[O-])cc1)C(=O)O (configuration not stated)
 : 1.1, 0.8, 0.2, 2, -4, -0.7, 8, -1.1, -2.3, 2.2, 7
CN(C)/C=C/C(=O)c1nn(-c2ccc(F)cc2)ccc1=O
 : -0.2, 3.1, -0.3, -2, 2, -1.8, -2, -1.6, 1.9, 0.0, -1
COc1ccc(-c2[nH]ncc2CNCCCSC)cc1F
 : -0.5, 1.3, -2.0, -5, -3, 0.0, 9, -0.9, 0.3, -0.9, 1

Screening results: PubChem, several laboratories
